Rat MKP-3 inhibitors = inhibition of rat DUSP6 enzyme activity – biochemical, in vitro, primary screen (AID 425); recombinant MKP-3 phosphatase activity, fluorescence; higher % means a stronger effect; inhibition, % at 20 µM; hits with a dose series show IC50 in µM; 0.17% of 110,000 active; in the data active means inhibition above about 50%;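 further: plate controls were vehicle for no effect and reference inhibitor for full effect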
Hsp70 inhibitors = small molecules displacing fluorescent ligand from Hsp70 – biochemical, fluorescence polarization, primary screen (AID 583); Hsp70 fluorescence polarization probe displacement, mP; higher % means a stronger effect; displacement, % at 20 µM, or IC50 in µM where a hit was titrated; 0.06% of 140,000 active; in the data active means displacement above about 50%;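 further: plate controls were vehicle for no effect and reference ligand for full effect; a part of the inactive calls stands beside numbers as strong as those of hits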
An asterisk follows results filed as active; x = no result given; & = joins results of further samples. Some of the compounds tested; count on the stated rates, not on these rows.

canonical_smiles	Hsp70 inhibitors	Rat MKP-3 inhibitors
N#C/C(=N/Nc1cccc(C(F)(F)F)c1)c1nc(-c2ccccc2)cs1	-23%	0%
CCOc1cc(/C=C2/C(=O)NN(c3ccc(I)cc3)C2=O)ccc1O	2.9%	-2%
Cn1c(COc2ccc(Cl)cc2)nc2ccccc2c1=O	7.6%&0.8%	3%&4%
Cc1ccc(NC(=O)C(=O)NCC(C)C)cc1	2.6%	-7%
Cc1ccc(OCCNC(=O)c2ccco2)cc1C	2.4%	-1%
O=C(NNC(=O)c1ccncc1)c1ccncc1	1.3%	x
CN(C)/C=C/C(=O)c1ccc(N2CCN(c3ncc(C(F)(F)F)cc3Cl)CC2)cc1	-20%	x
COc1ccc(CNc2nccs2)cc1	3.1%	2%
CCC(C)NC(=O)c1ccccc1C(=O)NC(C)CC (stereo not drawn)	1.6%	-11%
COc1ccc(CCNC(=O)Cc2ccc(Cl)cc2)cc1OC	-2.7%	3%
Cc1ccc([N+](=O)[O-])cc1NC(=O)c1c(-c2ccccc2)noc1C	2.6%	0%
CCC(C)C(=O)Nc1cc(C(=O)OC)ccc1C(=O)OC (stereo not drawn)	-0.2%	x

canonical_smiles	Hsp70 inhibitors	Rat MKP-3 inhibitors
CSC1=NCCN1C(=O)C(C)(C)Oc1ccc(Cl)cc1	7.7%	-2%
COc1ccc(-c2cc(N)n(S(=O)(=O)Cc3ccccc3)n2)c(OC)c1	-2.8%	-1%
Cc1onc(-c2ccccc2)c1C(=O)NC(C)C	0.8%	4%
O=C(NNS(=O)(=O)c1ccc(Br)cc1)c1cccs1	-0.5%	2%
Cc1ccc(C(=O)Oc2ccc(NS(=O)(=O)c3cccc([N+](=O)[O-])c3)cc2)cc1	-2.6%	0%
CC(C)c1nnc(NC(=O)CSc2nc3ccccc3s2)s1	-0.2%	1%
COn1cnnc1-c1ccccc1	-0.6%	-8%
COc1ccc(C(=O)CC(Nc2ccc(Cl)cc2)c2ccc(Cl)cc2)cc1 (stereo not drawn)	3.3%	4%
Nc1nc(CSc2nc3ccccc3[nH]2)cs1	-1.6%	-14%
CCOC(=O)c1c(C)nc2ncccn12	0.8%	-8%
CCn1cc(Cl)c(C(=O)N2N=C3/C(=C/c4cccs4)CCCC3C2c2cccs2)n1 (stereo not drawn)	-2.3%	x
Cc1ccc(S(=O)(=O)Oc2ccc(/C=C3/SC(=S)N(C)C3=O)cc2)cc1	2.9%	1%

Exported with two lines to a compound: part of the list above.
Order of values – Hsp70 inhibitors	Rat MKP-3 inhibitors
COc1ccc(-c2cc(N)n(S(=O)(=O)Cc3ccccc3)n2)c(OC)c1
    -2.8%	-1%
COn1cnnc1-c1ccccc1
    -0.6%	-8%
O=C(NNS(=O)(=O)c1ccc(Br)cc1)c1cccs1
    -0.5%	2%
CC(C)c1nnc(NC(=O)CSc2nc3ccccc3s2)s1
    -0.2%	1%
Cc1onc(-c2ccccc2)c1C(=O)NC(C)C
    0.8%	4%

Following part
canonical_smiles	Hsp70 inhibitors	Rat MKP-3 inhibitors
CC1=C(C#N)C(NC(=O)C(C)(C)C)(C(F)(F)F)C(=O)N1 (stereo not drawn)	4.0%	x
COc1cccc(OCc2nc3ccccc3[nH]2)c1	x	-4%
O=C(Nc1ccc(-c2cn3ccsc3n2)cc1)C1COc2ccccc2O1 (stereo not drawn)	-5.8%	2%
CCCc1cc(=O)[nH]c(SCC(=O)c2cc(C)n(C(C)COC)c2C)n1 (stereo not drawn)	-4.1%	-10%
O=C(NCc1ccccc1)c1ccc(-c2ccc([N+](=O)[O-])cc2)o1	-0.6%	2%
Cc1ccc(C(=O)N2CCCC2)cc1S(=O)(=O)Nc1ccccc1	-1.5%	-4%
C=CCn1c(=O)[nH]c2cc(C(=O)N3CCN(c4cc(C)ccc4C)CC3)ccc2c1=O	x	9%
COC(=O)CCC(=O)Nc1ccc(C(=O)c2ccccc2)cc1	1.9%	6%
CCOC(=O)N1CCC(c2[nH][nH]c(=O)c2C)CC1	6.4%	-2%
O=C(Nc1nc(-c2ccccc2)cs1)c1cc2ccccc2o1	-1.9%	4%
Fc1ccc(OCCCn2ccnc2)cc1	3.3%	-1%
O=c1ccc2ccc(OCc3ccccc3Cl)cc2o1	2.1%	4%

5 structures out of the list, ordered by number of heavy atoms, low to high:
canonical_smiles	Hsp70 inhibitors	Rat MKP-3 inhibitors
COc1cccc(OCc2nc3ccccc3[nH]2)c1	x	-4%
CCC(C)NC(=O)c1ccccc1C(=O)NC(C)CC (stereo not drawn)	1.6%	-11%
CC(C)c1nnc(NC(=O)CSc2nc3ccccc3s2)s1	-0.2%	1%
N#C/C(=N/Nc1cccc(C(F)(F)F)c1)c1nc(-c2ccccc2)cs1	-23%	0%
O=C(Nc1ccc(-c2cn3ccsc3n2)cc1)C1COc2ccccc2O1 (stereo not drawn)	-5.8%	2%

Continued:
canonical_smiles	Hsp70 inhibitors	Rat MKP-3 inhibitors
CC1=C(C(=O)Nc2ccccc2C)C2(CCCC2)C(C(N)=O)C(=O)N1 (stereo not drawn)	-3.2%	-7%
CC(C)N(C)C1CCN(C(=O)Nc2ccc(Cl)cc2)CC1	-4.7%	0%
Cc1cc(C)n(C(=O)CNC(=O)c2ccc3c(c2)OCCO3)n1	1.4%	10%
COc1ccccc1OCC(=O)N(Cc1nc(-c2ccccc2)no1)C1CCCCC1	-3.2%	-21%
O=C(Cn1c(=O)oc2ccccc21)Nc1ccc(S(=O)(=O)N2CCCCC2)cc1	7.0%	-2%
CC(C)Cn1c(=O)c(C2=NS(=O)(=O)c3ccccc3N2)c(O)c2ccccc21	-1.9%	6%
CCCc1cc(=O)oc2cc(OCC(=O)N(C)C)ccc12	2.3%	0%
COC(=O)NC(c1ccc(F)cc1)C(Cl)(Cl)Cl (stereo not drawn)	-0.1%	-3%
Cc1occc1C(=O)N1CCN(c2ccc(Cl)c(Cl)c2)CC1	2.3%	-6%
O=C(CSc1nnc(-c2ccccc2Cl)n1Cc1ccco1)Nc1ccc2c(c1)OCCO2	-0.4%	-9%
O=C(C(Cc1ccccc1)N1C(=O)C2C3C=CC(C3)C2C1=O)N1CCCCCC1 (stereo not drawn)	7.4%	-11%
COc1ccc2c(c1)C1C=CCC1C(c1ccc([N+](=O)[O-])cc1)N2 (stereo not drawn)	-0.7%	10%

canonical_smiles	Hsp70 inhibitors	Rat MKP-3 inhibitors
CC(=O)NC1=NC(=O)/C(=C\c2ccc(Cl)c(Cl)c2)S1	0.5%	4%
O=C(COc1ccc(-n2cnnn2)cc1)NC1CCCCC1	-1.7%	-10%
O=c1c2cnn(-c3ccccc3)c2nc(-c2ccccc2)n1-c1cccc(Cl)c1	2.5%	0%
O=C(CN1CCN(S(=O)(=O)c2ccc(F)cc2)CC1)Nc1cccc(C(F)(F)F)c1	-3.9%	1%
COc1ccc(Cl)cc1Nc1nc(NCCO)nc(N2CCCC2)n1	1.9%	-4%
COc1cc(OC)cc(-c2nc3ccc(C)cc3c(=O)o2)c1	0.9%	1%
CCN1C(=O)/C(=C/C2CC=CCC2)SC1=S (stereo not drawn)	0.6%	2%
[O-]/[N+](=C\c1ccccc1)[C@@H]1CCCC[C@@H]1/[N+]([O-])=C/c1ccccc1	-3.8%	-1%
CCOCC(=O)NCc1ccc2c(c1)OCO2	0.6%	-3%
CN(CC(=O)N1CCN(c2ccccn2)CC1)S(=O)(=O)c1ccc2ccccc2c1	-0.6%	-6%
CC(=O)c1cc(C#N)c(SCC(=O)OC(C)C)nc1C	-1.6%	5%
COc1ccc(-c2noc(-c3cccc(OC)c3)n2)cc1	1.8%	0%

canonical_smiles	Hsp70 inhibitors	Rat MKP-3 inhibitors
Cc1nc(SCCC(C)C)c([N+](=O)[O-])[nH]1	0.7%	x
CCN(CC)C(=O)c1cc2cc(Br)ccc2oc1=O	-0.3%	-10%
O=C(c1ccc([N+](=O)[O-])cc1)N(Cc1ccc(Cl)cc1Cl)N1C(=O)CCCC1=O	2.0%	x
CC(=O)Oc1ccccc1/C=C1\C=C(c2ccc(Br)cc2)OC1=O	2.6%	-4%
COc1ccc(C(=O)CN2C3=NCCN3c3ccccc32)cc1OC	-1.0%	2%
Cc1ccc2c(c1)-c1c(ssc1=S)C(C)(C)N2C(=O)COc1nc2ccccc2s1	2.7%	-1%
COc1ccc(C(=O)NCCn2cc(SCC(=O)Nc3nnc(C)s3)c3ccccc32)cc1	3.9%	x
Cn1c(=O)c2c(ncn2CC(=O)N2CCOCC2)n(C)c1=O	-2.4%	-7%
COc1cccc(-c2nc(-c3ccc4c(c3)-c3ccccc3S4(=O)=O)c(-c3ccccc3)[nH]2)c1OC	5.1%&0.4%	-4%
CCCCN(CCCC)c1nc2ccccc2nc1C(C#N)C(=O)NCCCOC (stereo not drawn)	-92%	-1%
Cc1ccnc(NC(=O)CCC(=O)N(CC(=O)NC2CCCCC2)c2cccc(C)c2C)c1	2.0%	-2%
Nc1c(S(=O)(=O)c2cccs2)c2nc3ccccc3nc2n1/N=C/c1cccc(O)c1	6.2%	-3%

canonical_smiles	Hsp70 inhibitors	Rat MKP-3 inhibitors
CC(=O)c1cnc(N2CCCCC2)nc1C	-4.1%	2%
O=c1oc2cc(OCc3ccc([N+](=O)[O-])cc3)ccc2c2c1CCCC2	1.1%	3%
C=CCN1C(=O)CSC1=Nc1ccc(C(=O)O)cc1	-5.1%	2%
CCCCn1c(SCC(N)=O)nc2c(sc3ccccc32)c1=O	0.2%	x
COc1cc(C(=O)OCn2nnc3ccccc3c2=O)cc(OC)c1OC	x	3%
Cc1nc2c3ccccc3nc(SCC(=O)N3CC(C)CC(C)C3)n2n1 (stereo not drawn)	-0.8%	x
COc1cc(NC(=O)C2CCCCC2)c(OC)cc1NC(=O)CN1CCCCC1	2.3%	-9%
Cc1ccc(OCc2nnc(SCC(=O)Nc3ccc4c(c3)OCCO4)n2Cc2ccco2)cc1	1.4%	1%
Cc1c(NC(=O)c2cc(-c3ccc(Br)cc3)nc3ccccc23)c(=O)n(-c2ccccc2)n1C	3.3%	4%
O=C(NCCN1CCOCC1)c1ccc(-c2ccccc2)cc1	8.0%	-6%
COc1ccc(/C=C2/SC(=Nc3ccc(O)cc3)NC2=O)cc1	-1.4%	2%
CC1C/C=C/C=C/C=C/C=C/C(O[C@@H]2O[C@H](C)[C@@H](O)[C@H](N)[C@@H]2O)CC2OC(O)(CC(O)CC3OC3/C=C/C(=O)O1)CC(O)C2C(=O)O (stereo partly drawn)	-1.8%	-4%

canonical_smiles	Hsp70 inhibitors	Rat MKP-3 inhibitors
Cc1ccccc1Oc1nc2ccccc2n2cnnc12	-4.4%	2%
Cc1ccc2nc3c(cc2c1)c(NC(=O)C1CCCO1)nn3CC(C)C (stereo not drawn)	-4.8%	x
CC1(C)Cc2c(sc3c2c(=N)n(Cc2ccco2)c(=O)n3CC(=O)Nc2ccc(Cl)cc2)CO1	-8.1%	0%
O=C(c1cccs1)N1CCCC1	5.0%	x
Cc1ccc(C(=O)N/C(=C/c2ccco2)c2nc3ccccc3[nH]2)cc1	-5.4%	4%
Nc1cc(Cl)c(S(=O)(=O)Nc2ccccc2)cc1S(=O)(=O)Nc1ccccc1	4.3%	1%
CC1CN(C2CCCCC2)CCC1(O)c1ccccc1 (stereo not drawn)	-2.2%	0%
CCSCCOC(=O)C1=C(C)NC(=O)NC1c1cc(OC)ccc1OC (stereo not drawn)	3.0%	3%
O=C(/C=C/c1ccccc1F)c1c(-c2ccccc2)c2ccccc2[nH]c1=O	0.9%	18%
O=S(=O)(CCSc1ccccn1)c1nc2ccccc2s1	6.8%	-16%
COc1ccc(/C=C2\SC(=S)N(NC(=O)c3ccccc3)C2=O)cc1OC	1.2%	-1%
CC(=O)N1CCN(CCN=CC2=C(O)CC(c3cccs3)CC2=O)CC1 (stereo not drawn)	1.4%	-5%

canonical_smiles	Hsp70 inhibitors	Rat MKP-3 inhibitors
CCCC(c1c(C)n(C)n(-c2ccccc2)c1=O)c1c(C)n(C)n(-c2ccccc2)c1=O	-1.1%	-8%
O=C(Nc1ccccc1C(=O)N=Nc1c(O)[nH]c2ccccc12)c1ccccc1	-1.8%	7%
O=C(COc1ccc(Cl)cc1)N1CCN(C(=O)c2cccs2)CC1	0.0%	1%
COc1ccc(-c2nc3ccccc3c(C(=O)Nc3ccc(C(C)=O)cc3)c2C)cc1	-6.4%	6%
CCCc1cc(=O)n2[nH]c(C)c(-c3ccccc3)c2n1	0.1%	10%
O=C(O)C=C1C2CC3CC(C2)CC1C3	-3.6%	-15%
CC1(c2ccccc2)CC(C)(C)N(C(=O)CSc2nnc(N)s2)c2ccccc21 (stereo not drawn)	-42%	6%
COc1ccc(N=C(C)C2=C(O)CSC2=O)cc1	-3.0%&1.5%	-5%
O=C(NCC1CCN(C(=O)c2ccc(F)cc2)CC1)c1ccc(F)cc1	-0.2%	0%
CCOc1nc(NC(=O)NS(=O)(=O)Oc2cccc(Cl)c2)nc(-c2ccccc2)n1	3.8%	x
Cn1nc(Oc2nc(N3CCOCC3)nc(N3CCOCC3)n2)ccc1=O	3.2%	x
CC1(C)C(=O)NCCN1C(=O)CCC(=O)O	0.4%	x

canonical_smiles	Hsp70 inhibitors	Rat MKP-3 inhibitors
COCCNC(=O)C(c1ccc(C)o1)N(Cc1cccs1)C(=O)c1snc(C(N)=O)c1N (stereo not drawn)	-3.8%	-5%
O=C(Nc1ccccc1)/C(=C\c1cccc(Br)c1)NC(=O)c1ccccc1	-8.5%	-4%
Cc1nnc(SCCn2c(N3CCCCC3)nc3c2c(=O)n(C)c(=O)n3C)s1	4.1%	x
CC1(C)CC(=O)C2=C(C1)OC(N)=C(C#N)[C@@]21C(=O)N(CC(N)=O)c2ccccc21	-1.3%	3%
O=C(CN1CCN(S(=O)(=O)c2ccc(F)cc2)CC1)Nc1ccccc1F	-2.2%	1%
